Scp-1 inhibitor: Scp-1 phosphatase inhibitors, primary screen, biochemical, colorimetric, uHTS; Carboxy-terminal domain RNA polymerase II polypeptide A small phosphatase 1 (Homo …; Recombinant Scp1, phosphopeptide, malachite green phosphate absorbance; inhibition, % at 20 µM; 340,000 tested, 0.88% active; AID 493091, 2011;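 active means inhibition above about 50% at 20 µM, limit read from the data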;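 further: plate controls were DMSO wells with enzyme for no effect and wells lacking enzyme for full effect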
Target sequence (Q9GZU7 76-261 limits assumed): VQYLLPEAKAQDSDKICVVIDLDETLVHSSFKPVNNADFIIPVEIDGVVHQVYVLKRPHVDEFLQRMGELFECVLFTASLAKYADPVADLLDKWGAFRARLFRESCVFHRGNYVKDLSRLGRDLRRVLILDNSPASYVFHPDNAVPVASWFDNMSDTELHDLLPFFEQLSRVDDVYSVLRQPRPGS
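Material: truncated SCP-1 phosphatase (76-261aa) / Buffer or medium: 50 mM Tris acetate pH 5.5, 0.005% Tween-20, 10 mM MgCl2 / Compound dosing: one concentration, 20 µM, with 1.0% DMSO / Incubation: 45 min room-temperature reaction, 5 min colour, 30 min stabiliser / Detection: colorimetric free-phosphate detection, absorbance 630 nm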
Tb MetRS inh: T. brucei MetRS inhibitors, primary screen, biochemical, luminescence. purified T. brucei MetRS, ATP depletion, Kinase-Glo luminescence. 360,000 tested, 0.4% active. inhibition, % at 11.9 µM. AID 624268, 2012;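 active means inhibition above a per-plate cutoff of the control wells' mean inhibition plus 3 SD, cut at about 5.5% in these data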;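 further: 0% = DMSO wells median and 100% = median of wells with control inhibitor compound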
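Dosing: 11.9 µM compound single dose, 0.9% DMSO; Assay system: purified T. brucei MetRS enzyme; Measured by: Kinase-Glo luciferase luminescence reporting remaining unconsumed ATP; Schedule: 15 min plus 2 h at 25 °C.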
NadD block: inhibitors of S. aureus NadD, primary screen, biochemical, colorimetric, uHTS; purified NadD enzyme, colorimetric absorbance read-out; 360,000 tested, 0.78% active; inhibition, % at 20 µM; Nicotinate-nucleotide adenylyltransferase NadD (Staphylococcus aureus N315); AID 602399, 2012; in the data active means inhibition above about 26%; further: some compounds past the cut are filed as inactive
SUMO1 PPI mod: modulators of SUMO1 protein-protein interactions, primary screen, biochemical, uHTS; 360,000 tested, 0.33% active; AID 602429, 2012; SUMO1 binding to a labelled peptide, TR-FRET, 1 h; Small ubiquitin-related modifier 1 (Homo sapiens), P63165; inhibition, % at 20 µM; in the data active means inhibition above about 37%
Target sequence (P63165 whole entry, looked up): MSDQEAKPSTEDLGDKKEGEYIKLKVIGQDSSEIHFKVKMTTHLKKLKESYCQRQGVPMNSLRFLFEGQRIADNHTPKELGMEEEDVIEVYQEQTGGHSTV
LMPTP inh: LMPTP phosphatase inhibitors, primary screen, biochemical, fluorescence intensity, uHTS. recombinant LMPTP-A, OMFP fluorogenic substrate. AID 651560, 2012. 360,000 tested, 0.22% active. Low molecular weight phosphotyrosine protein phosphatase (Homo sapiens), P24666. inhibition, % at 20 µM;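 active means compounds that cut the enzyme signal by at least half of the control window in the single-dose screen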;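 further: plate controls were DMSO wells with enzyme plus substrate for no effect and substrate without enzyme for full effect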
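Test system: LMPTP-A phosphatase enzyme; input: 0.625 nM LMPTP-A final; reagent: OMFP substrate, 400 µM final; compound dosing: 20 µM single dose, 3% DMSO; incubation: 50 min dark incubation at room temperature; measured by: endpoint fluorescence intensity from OMFP dephosphorylation; measure: % inhibition relative to no-enzyme and uninhibited control wells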
DNMT1 block: human DNMT1 methyltransferase inhibitors, primary screen, biochemical, molecular beacon, fluorescence, HinP1I cleavage, uHTS. DNA (cytosine-5)-methyltransferase 1 (Homo sapiens), P26358. inhibition (reported as % activation of signal), % at 10 µM. 360,000 tested, 0.83% active; in the data active means inhibition above about 50%
Rpn11 block: Rpn11 (PSMD14) deubiquitinase inhibitors, primary screen, biochemical, fluorescence polarization, uHTS | 26S proteasome non-ATPase regulatory subunit 14 (Homo sapiens), O00487 | human 26S proteasome, Ub4-pepOG fluorescence polarization; 20S core pre-blocked with epoxomicin | calls only at 20 µM | 360,000 tested, 0.59% active | AID 588493, 2011;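 active means inhibition at 20 µM, scaled to each plate's controls, above about 33%, limit read from the data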
Target sequence (O00487 whole entry, looked up): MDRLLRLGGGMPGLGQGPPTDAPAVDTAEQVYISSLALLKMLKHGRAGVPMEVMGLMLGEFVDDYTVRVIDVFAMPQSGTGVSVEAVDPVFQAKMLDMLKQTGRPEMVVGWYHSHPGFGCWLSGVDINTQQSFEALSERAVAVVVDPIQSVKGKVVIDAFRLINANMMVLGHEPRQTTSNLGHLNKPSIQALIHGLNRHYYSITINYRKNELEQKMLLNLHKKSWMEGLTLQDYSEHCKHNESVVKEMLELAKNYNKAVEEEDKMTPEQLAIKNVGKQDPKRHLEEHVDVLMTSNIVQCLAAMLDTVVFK
STEP block: STEP phosphatase inhibitors, primary screen, biochemical, fluorescence intensity, uHTS | 360,000 tested, 0.25% active | recombinant STEP, OMFP fluorogenic substrate | inhibition, % at 20 µM | Tyrosine-protein phosphatase non-receptor type 5 (Homo sapiens), P54829;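 active means inhibition at 20 µM, scaled per plate between control wells, above about 37%, limit read from the data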;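 further: 0% = DMSO with enzyme and substrate and 100% = substrate only without enzyme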
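Measure: Control-normalized % inhibition with plate pattern correction | Test system: STEP phosphatase, cell-free reaction | Medium: pH 6.0 Bis-Tris with DTT and Tween 20 | Technique: Fluorescence, 480/540 nm | Times: Reaction 20 min, ambient temperature | Doses: Single compound dose of 20 µM, 1% DMSO final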
CSN deneddyl inh: inhibitors of CSN-mediated cullin deneddylation, primary screen, biochemical, fluorescence polarization, uHTS. 360,000 tested, 0.38% active. inhibition, % at 12.5 µM. Purified CSN, SCF-Nedd8-OG deneddylation;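 active means pattern-corrected inhibition above about 35%, with an unprinted fluorescence ratio check between 0.5 and 1.5, limit read from the data, passing the limit was not always enough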;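 further: 0% = enzyme with substrate and 100% = substrate without enzyme; some results filed as inactive read as strong as hits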
Target sequence (Q92905 whole entry, looked up, one chain of several): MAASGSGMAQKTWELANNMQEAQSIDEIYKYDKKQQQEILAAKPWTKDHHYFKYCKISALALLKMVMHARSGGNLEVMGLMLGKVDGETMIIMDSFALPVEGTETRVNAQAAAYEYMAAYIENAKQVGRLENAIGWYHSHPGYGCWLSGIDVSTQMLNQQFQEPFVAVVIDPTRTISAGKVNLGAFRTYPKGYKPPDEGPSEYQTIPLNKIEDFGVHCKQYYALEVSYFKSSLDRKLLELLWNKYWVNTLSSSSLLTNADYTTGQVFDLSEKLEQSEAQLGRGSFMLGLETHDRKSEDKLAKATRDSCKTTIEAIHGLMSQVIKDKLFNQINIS
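test system = HEK293T-derived human Csn5 enzyme | amount = 0.24 nM Csn5 enzyme, final concentration | medium = Tris/NaCl/DTT buffer, pH 7.5 | schedule = 90 min reaction at room temperature | signal = FP | evaluation = inhibition of Csn5 cleavage, % | compound dosing = single dose of 12.5 µM compound with 0.25% DMSO | probe or stimulus = 10 nM SCFSkp2-Nedd8OG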
MsrA inhibitor: bovine MsrA enzyme inhibitors, primary screen, biochemical, absorbance, HTS; AID 651718, 2012; 360,000 tested, 0.75% active; purified bovine MsrA, absorbance read-out; inhibition, % at 15.5 µM; in the data active means inhibition above about 4.5%;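 further: 0% = vehicle wells with enzyme and 100% = reference inhibitor wells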
Active calls of the source: *; i = inactive; . = not tested or not shown. Some of the compounds tested (hit frequency here may not be typical).

SMILES	Scp-1 inhibitor	Tb MetRS inh	NadD block	SUMO1 PPI mod	LMPTP inh	DNMT1 block	Rpn11 block	STEP block	CSN deneddyl inh	MsrA inhibitor
CC(=O)N(C1=NCCCS1)c1ccccc1F	-8	-0.4	-4	-2	0.4	0	i	-4	5	-0.3
CC(=O)c1c(O)n(C2CCCCCC2)c(=O)[nH]c1=O	-7	-0.4	1	0	-2.7	-4	i	-1	2	0.2
c1ccc(P(c2ccccc2)c2ccccn2)cc1	-10	-0.6	-12	-2	-0.7	-2	i	-3	5	-1.3
Clc1ccc(C2NCCc3[nH]cnc32)cc1 (stereo not drawn)	-11	-0.2	-10	41*	-2.5	-4	i	2	1	0.7
CC(=O)OC1C=CC2[C@H]3Cc4ccc(O)c5c4[C@@]2(CCN3C)C1O5 (stereo partly drawn)	-6	0.5	3	1	0.6	-1	i	2	5	0.9
Fc1cccc(C2NCc3ccccc3-n3cccc32)c1 (stereo not drawn)	-7	-0.5	-7	-2	-1.3	-1	i	-2	1	-1.4
COP(=S)(OC)Oc1ccc(Sc2ccc(OP(=S)(OC)OC)cc2)cc1	-14	-1.2	22	6	1.8	-13	i	3	0	-0.5
COC(=O)C(O)(c1ccc(NC(=O)c2ccco2)c(OC)c1)C(F)(F)F (stereo not drawn)	-14	-1.4	-8	-2	0.2	3	i	5	-7	0.2
Cc1ccc(C2N3CCCN23)cc1 (stereo not drawn)	-17	-0.4	-2	13	-2.9	4	i	-2	0	1.4
CCOC(=O)CNC(=S)N1CC2C[C@@H](C1)Cn1c2cccc1=O	-10	-0.1	-1	2	-0.6	2	i	2	1	-1.3
CC12CC1(C)C(=O)N(c1cc(Cl)cc(Cl)c1)C2=O (stereo not drawn)	4	0.1	-5	10	1.4	1	i	-2	-1	0.0
COC(=O)C1=C(c2ccc(-c3ccccc3)c(F)c2)C[C@@H]2CC[C@H]1N2C(=O)N1CCOCC1	-11	-0.1	-6	6	-0.2	-3	i	2	3	0.0
NC1CCCCC1N=Cc1c(O)n(Cc2ccc(F)cc2)c(=O)[nH]c1=O (stereo not drawn)	-18	-0.1	7	1	-0.9	-1	i	1	0	0.0
CCOP(=O)(Cc1ccc(C#N)o1)OCC	-7	2.7	-1	-2	-1.4	1	i	-3	1	-1.3
CC1CCN(C(=O)C(C)Cl)CC1 (stereo not drawn)	-5	0.0	-4	3	-0.3	0	i	-2	-4	2.6
COc1cc(N2CCOCC2)ccc1C=C1C(=O)NC(=O)NC1=O	-1	-0.5	4	-1	-0.5	1	i	5	1	3.5
C[N+]1(C)C2CCC1CC(OC(=O)c1c[nH]c3ccccc13)C2 (stereo not drawn)	54*	-0.1	6	2	0.6	2	i	3	0	-1.5
COc1ccc(C2C(C#N)=C(N)Oc3c2c(=O)oc2ccccc32)cc1Cn1cc([N+](=O)[O-])cn1 (stereo not drawn)	-14	0.9	22	1	3.0	-6	i	7	2	1.5
CN1CC[C@@]23CCCC[C@@H]2[C@@H]1Cc1ccc(O)cc13	-6	-2.1	1	3	0.8	0	i	0	-1	-0.5
O=C1NCN(c2ccccc2)C12CCN(C(c1cc3ccccc3o1)c1nnnn1C1CCCCC1)CC2 (stereo not drawn)	.	0.0	12	11	5.5	-13	i	3	3	-0.4

Complete entries from above. Order of values: Scp-1 inhibitor	Tb MetRS inh	NadD block	SUMO1 PPI mod	LMPTP inh	DNMT1 block	Rpn11 block	STEP block	CSN deneddyl inh	MsrA inhibitor
`Fc1cccc(C2NCc3ccccc3-n3cccc32)c1` (stereo not drawn) is listed with -7	-0.5	-7	-2	-1.3	-1	i	-2	1	-1.4
`CC(=O)N(C1=NCCCS1)c1ccccc1F` is listed with -8	-0.4	-4	-2	0.4	0	i	-4	5	-0.3
`NC1CCCCC1N=Cc1c(O)n(Cc2ccc(F)cc2)c(=O)[nH]c1=O` (stereo not drawn) is listed with -18	-0.1	7	1	-0.9	-1	i	1	0	0.0
`CN1CC[C@@]23CCCC[C@@H]2[C@@H]1Cc1ccc(O)cc13` is listed with -6	-2.1	1	3	0.8	0	i	0	-1	-0.5
`O=C1NCN(c2ccccc2)C12CCN(C(c1cc3ccccc3o1)c1nnnn1C1CCCCC1)CC2` (stereo not drawn) is listed with .	0.0	12	11	5.5	-13	i	3	3	-0.4

New compounds follow.
SMILES	Scp-1 inhibitor	Tb MetRS inh	NadD block	SUMO1 PPI mod	LMPTP inh	DNMT1 block	Rpn11 block	STEP block	CSN deneddyl inh	MsrA inhibitor
O=c1[nH]c(=O)n(Cc2ccccc2)c(O)c1C=Nc1ccc(CN2CCOCC2)cc1	-2	-1.4	-1	-7	-0.4	-3	i	2	-4	1.0
CCc1ccc(NC2=NCCCS2)cc1	-1	-0.6	-14	-1	-0.1	1	i	-3	5	-0.9
NCCNc1ccc([N+](=O)[O-])c2cccnc12	-8	0.1	3	-25	1.8	18	i	2	-9	-0.1
CC1=C(C(=O)Nc2ccccc2)SCCO1	-14	-0.9	1	-1	-2.7	87*	i	3	-2	-0.8
CCCCOCCCN1C(C)=CC(=C2C(=O)NC(=S)NC2=O)C=C1C	-11	0.1	3	-51	-0.9	-1	i	-1	1	-0.5
COC(=O)C1=C(c2ccc(Cl)c(C(F)(F)F)c2)C[C@@H]2CC[C@H]1N2C(=O)NCc1ccco1	2	-0.2	-10	10	-2.7	5	i	1	2	1.2
CC1CCCCN1CC(=O)c1ccc2cc[nH]c2c1 (stereo not drawn)	-1	-0.4	8	-1	38	-30	i	-1	3	-1.1
CCOc1ccc(-n2c(O)c(/C=C3\C=Nc4ccccc43)c(=O)[nH]c2=O)cc1	-7	-0.9	-2	-21	-1.0	2	i	-17	-1	0.3
Cc1nc2ccccc2c(=O)n1-c1cccc(O)c1	-3	-0.6	-5	-2	-1.3	5	i	-6	3	0.5
COC(=O)c1ccc(N2C(=O)CC(N3CCC(n4c(=O)[nH]c5ccccc54)CC3)C2=O)cc1 (stereo not drawn)	-2	-2.2	3	2	2.8	3	i	-3	-4	0.1
Cn1c(O)c(C=NC2CCCCCC2)c(=O)[nH]c1=S	-4	0.2	8	3	-0.6	1	i	-4	4	3.0
CN(C)c1ccccc1	.	0.0	-6	2	-0.6	-3	i	0	-6	-0.2
Nc1ncnc2c1ncn2[C@@H]1O[C@H](COP(=O)(O)CP(=O)(O)O)[C@@H](O)[C@H]1O	-12	-0.3	2	1	-2.1	2	i	0	-6	-1.2
COc1ccc(/C=C/C=C2C(=O)NC(=S)NC2=O)cc1	50*	0.0	9	15	0.1	10	i	2	11	0.8
Cn1c(N)c(C(=O)COC(=O)Cc2ccccc2)c(=O)n(C)c1=O	-2	-0.1	0	4	-0.2	-2	i	3	-1	1.4
Cc1ccc(-c2nc3ccccc3c(=O)n2-c2ncccc2C)cc1	-7	-0.5	4	-2	0.5	-1	i	1	4	-0.4
CCC(CO)(C(=O)OC1CC2CCC(C1)N2C)c1ccccc1 (stereo not drawn)	-1	-0.8	-3	5	-2.2	6	i	-6	-3	-1.1
O=C(COc1ccc(S(=O)(=O)N2CCOCC2)cc1)N1CCN(Cc2ccc3c(c2)OCO3)CC1	0	0.4	16	3	-2.6	2	i	-4	-2	1.9
CCCCN1C(=O)NC(=O)C2(Cc3ccccc3N3CCOCC32)C1=O (stereo not drawn)	-4	-0.1	7	2	3.1	-11	i	0	1	1.2
COc1ccc(NC(=O)CN(C)C(=O)CSC(c2ccccc2)c2ccccc2)cc1	-3	-0.4	0	0	1.1	-1	i	-1	1	0.0

Some of the entries so far, in markdown:
| Structure | Scp-1 inhibitor | Tb MetRS inh | NadD block | SUMO1 PPI mod | LMPTP inh | DNMT1 block | Rpn11 block | STEP block | CSN deneddyl inh | MsrA inhibitor |
| --- | --- | --- | --- | --- | --- | --- | --- | --- | --- | --- |
| CN(C)c1ccccc1 | . | 0.0 | -6 | 2 | -0.6 | -3 | i | 0 | -6 | -0.2 |
| Nc1ncnc2c1ncn2[C@@H]1O[C@H](COP(=O)(O)CP(=O)(O)O)[C@@H](O)[C@H]1O | -12 | -0.3 | 2 | 1 | -2.1 | 2 | i | 0 | -6 | -1.2 |

Later entries.
SMILES	Scp-1 inhibitor	Tb MetRS inh	NadD block	SUMO1 PPI mod	LMPTP inh	DNMT1 block	Rpn11 block	STEP block	CSN deneddyl inh	MsrA inhibitor
Cc1cc(C(=O)CS(=O)(=O)c2ccccc2)cc(C)c1OC(=O)N(C)C	-9	0.1	-1	4	1.3	-5	i	5	-3	0.4
O=C(/C=C/c1c[nH]c2ccccc12)c1c(O)n(CCc2ccccc2)c(=O)[nH]c1=O	-4	-0.1	18	-92	5.5	-12	.	-42	-75	0.5
Brc1ccc(Oc2cc(Br)c(Br)cc2Br)c(Br)c1	-9	-0.3	1	2	2.3	3	i	4	-6	-0.7
Nc1c(C(=O)NC2CCCC2)c2nc3ccccc3nc2n1CC1CCCO1 (stereo not drawn)	6	7.5*	-7	41*	8.1	47	i	0	46*	-0.4
OC(CCNCCc1c[nH]c2ccccc12)C(F)(F)F (stereo not drawn)	-5	1.2	0	2	-0.4	-3	i	0	-5	-1.4
COc1cccc(CNC2CN3CCC2CC3)c1OC (stereo not drawn)	-3	-0.5	3	-3	-4.7	4	i	-1	2	-0.8
CCOP(=S)(OCC)Oc1ccc2c(C)c(Cl)c(=O)oc2c1	5	0.1	0	-2	2.6	-5	i	3	5	0.0
Cc1ccc(OCC(=O)N2CCCC(N3CCN(c4ccc(F)cc4)CC3)C2)cc1 (stereo not drawn)	-8	-0.4	-2	-1	-1.1	-1	i	-2	8	0.4
CCCC(=O)C1C(=O)NC(=O)NC1=O	4	0.1	2	1	0.7	2	i	-1	3	0.4

Screening results deposited in PubChem BioAssay by several laboratories.
